# SKKanGAS inh: blocks kanamycin growth of S. pyogenes SKKanGAS strain; hit rate 1.3% among 300,000; BacTiter-Glo, 6 h; inhibition, % at 7.5 µM;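 active = mean replicate score, as percent of positive control median, at least 50; inconclusive = mean below 50 but one replicate at or above 50; inactive = mean and every replicate below 50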;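 also: strain carries kanamycin resistance gene driven by streptokinase promoter and grows in 40 µg/ml kanamycin; loss of luminescence reflects streptokinase promoter inhibition or plain growth inhibition; 0% = median of DMSO wells and 100% = positive control at its reference dose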
# HDAC3 inhib: blocks human histone deacetylase 3; recombinant HDAC3, fluorogenic peptide/trypsin coupled, fluorescence; inhibition, % at 8.3 µM; O15379; hit rate 0.15% among 320,000; in the data active = inhibition above about 26%, passing the limit was not always enough; inconclusive = no clear call, values can overlap the other calls
# Target sequence (O15379 whole entry, looked up): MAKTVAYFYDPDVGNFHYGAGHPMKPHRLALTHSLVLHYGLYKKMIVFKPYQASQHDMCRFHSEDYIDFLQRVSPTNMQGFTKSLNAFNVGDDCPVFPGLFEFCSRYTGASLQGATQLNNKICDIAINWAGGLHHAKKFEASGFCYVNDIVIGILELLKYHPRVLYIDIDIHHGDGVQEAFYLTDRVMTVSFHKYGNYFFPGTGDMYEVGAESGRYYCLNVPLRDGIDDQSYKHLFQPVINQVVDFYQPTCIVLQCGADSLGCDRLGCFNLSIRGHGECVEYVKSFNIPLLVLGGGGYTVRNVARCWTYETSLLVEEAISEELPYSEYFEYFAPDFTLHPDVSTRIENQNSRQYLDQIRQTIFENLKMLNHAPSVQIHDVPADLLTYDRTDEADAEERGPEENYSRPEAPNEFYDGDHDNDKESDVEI
# ANO1 activ: activates or potentiates the mouse TMEM16A chloride channel; Q8BHY3; hit rate 0.3% among 340,000; B-score at 10 µM; HEK293 TMEM16A/YFP-H148Q/I152L, iodide quench fluorescence; active compounds read low;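 active = fluorescence-ratio B-score plate-corrected deviation score at least 3 library SD below zero, with starting fluorescence score within 5 deviations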;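 also: channel opened by trigger with iodide after compound preincubation; score built on the fluorescence ratio of max minus min over baseline; more negative score means more quench and so TMEM16A activation or potentiation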
# KCNK3 inh: human KCNK3 channel inhibition, primary screen; CHO-KCNK3 thallium flux, FluxOR fluorescence; active compounds read low; hit rate 0.84% among 340,000; B-score at 10 µM; O14649;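 active = B-score under library mean minus 4 SD, starting fluorescence ratio at most library mean plus 5 SD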;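 also: more negative B-score means stronger inhibition of thallium flux through KCNK3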
# Target sequence (O14649 whole entry, looked up): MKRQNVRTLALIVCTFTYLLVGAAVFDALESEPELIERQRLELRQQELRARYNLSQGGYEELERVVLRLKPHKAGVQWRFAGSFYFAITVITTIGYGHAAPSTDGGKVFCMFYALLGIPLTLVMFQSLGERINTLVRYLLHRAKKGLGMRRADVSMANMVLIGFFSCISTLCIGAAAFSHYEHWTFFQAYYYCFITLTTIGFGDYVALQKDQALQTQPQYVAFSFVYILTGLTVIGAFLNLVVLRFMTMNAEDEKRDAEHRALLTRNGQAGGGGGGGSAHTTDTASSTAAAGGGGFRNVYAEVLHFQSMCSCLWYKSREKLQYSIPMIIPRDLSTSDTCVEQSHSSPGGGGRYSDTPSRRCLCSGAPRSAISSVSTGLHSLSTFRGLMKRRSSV
# The depositor's hits bear a star; i = inactive; u = inconclusive; x = not tested or not shown.
# Sequence of screens – HDAC3 inhib, KCNK3 inh, SKKanGAS inh, ANO1 activ
- Cc1ccc(S(=O)(=O)N2CCOCC2)cc1C(=O)N1CCN(S(=O)(=O)c2ccccc2F)CC1
  x, i, x, i
- COc1cc(OC)cc(C(=O)NNC(=O)CCNS(=O)(=O)c2ccc(C)c(C)c2)c1
  x, i, x, i
- Cc1ccc(C(=O)Nc2nc(=O)n(C(=O)c3ccccc3Cl)s2)cc1
  x, i, 18, i
- CC(NC(=O)OCc1ccccc1)C(=O)N1CC(O)CC1C(=O)O (stereo not drawn)
  x, i, 0, i
- Cc1c(NC(=O)c2ccc(S(=O)(=O)N(C)C)cc2)cccc1-n1cnnn1
  1, i, x, i
- C=CCn1c(=S)[nH]c2cc(C(=O)NCCc3ccc(S(N)(=O)=O)cc3)ccc2c1=O
  -5, i, x, i
- Cn1cccc1C(=O)NC(=O)COC(=O)c1ccc(S(C)(=O)=O)cc1
  -6, i, x, i
- NC(=O)Cc1ccc(C(=O)CSc2nnc(-c3ccncc3)n2C2CC2)s1
  7, i, x, i
- COc1ccc(OCC(=O)NC2CCSc3ccccc32)cc1 (stereo not drawn)
  1, i, x, i
- CCOc1cc(C#N)ccc1OCC(=O)N1CCN(C(=O)c2cccs2)CC1
  -7, i, x, i
- COc1ccc(O)c(C(=O)c2cnn(C(=O)c3cccc(S(=O)(=O)N(C)C)c3)c2)c1
  -1, i, x, i
- COc1ccc(C(C)(C)C)cc1NC(=O)COC(=O)CN1C(=O)NC2(CCCCC2C)C1=O (stereo not drawn)
  7, i, x, i
- CN(CC(=O)Nc1cccc(S(=O)(=O)NC2=NCCC2)c1)Cc1ccccc1Cl
  -21, i, x, i
- O=C(C[C@H]1C/C=C\CCC(=O)OC[C@H]2CCCN2C1=O)NCCO
  u, i, x, i
- CN(CC(=O)Nc1cccc(Cl)c1)C1=NS(=O)(=O)c2ccccc21
  0, i, x, i
- NS(=O)(=O)c1cccc(NC(=O)COC(=O)Cc2n[nH]c(=O)c3ccccc23)c1
  -3, i, x, i
- CC(C)CCN(C(=O)c1ccccn1)c1c(N)n(Cc2ccccc2)c(=O)[nH]c1=O
  3, i, x, i
- O=C(OC1CCOC1=O)c1ccc(Cl)c(S(=O)(=O)N2CCOCC2)c1 (stereo not drawn)
  -7, i, x, i
- CC(=O)c1ccc(N(CC(=O)NC2CCS(=O)(=O)C2)S(=O)(=O)c2ccc(C)cc2)cc1 (stereo not drawn)
  -9, i, x, i
- O=c1cc(-c2ccsc2)oc2ccc(-c3ccc4cc[nH]c4c3)cc12
  4, i, x, i
- O=C(NCc1ccccc1F)c1ccc(S(=O)(=O)N2CCCCCC2)cc1
  6, i, x, i
- O=C(CN1C(=O)C2CC=CCC2C1=O)Nc1nc(-c2ccc(F)cc2)cs1 (stereo not drawn)
  6, i, x, i
- COc1ccc(OC)c(/C=C/C(=O)N2CCN(S(=O)(=O)c3cc(C)ccc3C)CC2)c1
  -10, i, x, i
- O=C(COc1ccc(F)cc1Cl)Nc1cccc(S(=O)(=O)N2CCCCCC2)c1
  9, i, x, i
- CC(=O)Nc1ccc(S(=O)(=O)N(C)CC(=O)NNc2c(F)c(F)cc(F)c2F)cc1
  -2, i, x, i
- OC1CCCCC1
  0, i, x, i
- NS(=O)(=O)c1ccc(CNC(=O)c2ccc3c(c2)OCO3)cc1
  -1, i, x, i
- CN(CC(=O)NCCCn1ccnc1)S(=O)(=O)c1ccc(Cl)cc1
  0, i, x, i
- CC(=O)Nc1ccc(C)cc1
  -2, i, x, i
- COc1ccc(SC[C@H](C)CN2CC[C@H](C)CCC2=O)cc1
  4, i, x, i
- CC1CCCC(=NNC(=O)C2COc3ccccc3O2)C1 (stereo not drawn)
  2, i, x, i
- CC(Nc1cccc(C(=O)NC2CC2)c1)c1nnc(-c2ccccc2)o1 (stereo not drawn)
  -3, i, x, i
- COc1cc(/C=C(\C#N)C(=O)NCC2CCCO2)ccc1OC(=O)c1ccco1 (stereo not drawn)
  2, i, x, i
- CCN(CC(=O)NCc1ccc(Cl)cc1)C(=O)c1c(C)noc1C
  -2, i, x, i
- C[C@H](NS(=O)(=O)c1c(Cl)cccc1Cl)C(=O)NNC(=O)COc1ccccc1F
  -6, i, x, i
- O=C1C=C(c2cc(C(F)(F)F)cc(C(F)(F)F)c2)C[C@@H](c2ccc(Cl)cc2)C1
  3, i, x, i
- Cc1cc(C)cc(OCC(=O)Nc2cccc(S(=O)(=O)NC3=NCCC3)c2)c1
  2, i, x, i
- O=C(c1cnccn1)N1CCN(S(=O)(=O)c2cccc(Cl)c2)CC1
  -4, i, x, i
- O=C1C=C(c2cccc3c2sc2ccccc23)C[C@@H](c2ccc(Cl)cc2)C1
  -3, i, x, i
- COc1ccc(C(NC(=O)CN2C(=O)NC3(CCc4ccccc43)C2=O)c2ccccc2)cc1 (stereo not drawn)
  6, i, x, i
- COc1ccccc1-n1nnnc1SCC(=O)N(C)C1CCS(=O)(=O)C1 (stereo not drawn)
  -5, i, x, i
- CCC1(c2ccccc2)NC(=O)N(CC(=O)Nc2cc(Cl)ccc2N2CCN(C)CC2)C1=O (stereo not drawn)
  -3, i, x, i
- CC(=O)c1cccc(NC(=O)c2ccc(S(=O)(=O)N3CC(C)OC(C)C3)cc2)c1 (stereo not drawn)
  1, i, x, i
- COc1cc(/C=C/C(=O)OCC(=O)NC2CCCCCCC2)ccc1O
  3, i, x, i
- COc1ccc(S(=O)(=O)N2CCOCC2)cc1NC(=O)COC(=O)C1CC1C (stereo not drawn)
  -6, i, x, i
- Cc1cccc(C)c1NC(=O)CNC(=O)CNC(=O)Cc1cccc2ccccc12
  0, i, x, i
- O=C(Cn1[nH]c(=O)c2ccccc2c1=O)NCCN1C(=O)S/C(=C\c2ccccc2)C1=O
  -2, i, x, i
- O=C(COC(=O)c1cccnc1Cl)Nc1ccc(N2CCCCC2)cc1
  6, i, x, i
- CN(CC(=O)Nc1ccc(Cl)c(Cl)c1)C(=O)C1CCCC1
  -1, i, x, i
- CN(Cc1ccccc1)C(=O)c1ccccc1C(=O)OCC(=O)N(Cc1ccccc1)C(C)(C)C
  8, i, x, i
- C[C@H](CO)N1C[C@H](C)[C@@H](CN(C)S(=O)(=O)c2cccs2)Oc2c(NC(=O)NC3CCCCC3)cccc2C1=O
  5, i, x, i
- O=C(COC(=O)c1cc(Cl)ccc1[N+](=O)[O-])NC1CC1
  1, i, x, i
- Cc1ccc(OCC(=O)N2CCN(S(=O)(=O)c3ccc4c(c3)OCCO4)CC2)c(C)c1
  4, i, x, i
- Cc1ccc(NC(=O)COc2ccc(Br)cc2CO)cc1S(=O)(=O)N1CCOCC1
  0, i, x, i
- CC(=O)Nc1ccc(S(=O)(=O)NCCC(=O)NC(C)c2cccs2)cc1 (stereo not drawn)
  -3, i, x, i
- CCN(CC(=O)NCc1cccs1)C(=O)c1ccc(S(=O)(=O)N(C)c2ccccc2)cc1
  -2, i, x, i
- CCc1cc(C(=O)N(CC)CC(=O)Nc2ccc(OC)cc2)sc1C
  1, i, x, i
- COc1ccc(-c2nn(-c3ccccc3)cc2CNC[C@H]2O[C@@H](n3cnc4c(N)ncnc43)[C@H](O)[C@@H]2O)cc1
  -4, i, x, i
- CC(C)(C)C1CCC(=NNC(=O)C2COc3ccccc3O2)CC1 (stereo not drawn)
  -4, i, x, i
- CCOc1cc(N2CCOCC2)c(OCC)cc1NC(=O)COC(=O)C1CCCN1S(=O)(=O)c1ccccc1F (stereo not drawn)
  1, i, x, i

# The listing continues:
# Sequence of screens – HDAC3 inhib, KCNK3 inh, SKKanGAS inh, ANO1 activ
- COc1cc(/C=C/C(=O)OCC(=O)N2CCCc3ccccc32)ccc1OCC#N
  3, i, x, i
- COc1ccc(C2(C)NC(=O)N(CC(=O)c3cc(C)n(C4CC4)c3C)C2=O)cc1 (stereo not drawn)
  1, i, x, i
- CN(CC(=O)Nc1ccc(F)cc1)C(=O)CN1C(=O)c2cccc([N+](=O)[O-])c2C1=O
  -6, i, x, i
- O=C(NCC(=O)N1CCN(c2ccc(C(F)(F)F)cn2)CC1)c1ccc(Br)o1
  7, i, x, i
- Nc1c(C(=O)OCC(=O)Nc2cccc([N+](=O)[O-])c2)[nH]c(=O)[nH]c1=O
  1, i, x, i
- COc1ccc(-c2sc3cc4c(cc3c2-c2ccc3c(c2)OCCO3)OCO4)cc1
  -5, i, x, i
- COc1ccc(-c2c(C#Cc3ccsc3)c3cc(-c4ccc5c(c4)OCCO5)ccc3n2C)cc1
  -13, i, x, i
- Cc1ccc(S(=O)(=O)N(C)C)cc1NC(=O)c1ccc(-n2cncn2)c([N+](=O)[O-])c1
  1, i, x, i
- CSc1nc(N)nc2c1ncn2CC(=O)NCCCc1ccccc1
  9, i, x, i
- Cc1ccc(C)c(N2N=C(C(=O)Nc3cccnc3)CCC2=O)c1
  -11, i, x, i
- CCCCOc1ccc(C(=O)NCC(=O)N(C)Cc2nc3ccccc3c(=O)[nH]2)cc1
  3, i, x, i
- CCOC(=O)C1CCCN(C(=O)CN2C(=O)c3ccccc3S2(=O)=O)C1 (stereo not drawn)
  -2, i, x, i
- N#Cc1ccc(OCC(=O)OCC(=O)Nc2sccc2C(N)=O)cc1
  0, i, x, i
- O=c1c2ccccc2oc2ccc(-c3ccc4cc[nH]c4c3)cc12
  2, i, x, i
- COC(=O)c1c(NC(=O)CN(C)CC(=O)Nc2ccc(C)cc2)sc2c1CCC(C)C2 (stereo not drawn)
  -3, i, x, i
- COc1ccc(NC(=O)CC(C)c2ccccc2)cc1S(=O)(=O)N1CCOCC1 (stereo not drawn)
  -7, i, x, i
- Cc1cc(C)c2nc(N3C(=O)C(O)=C(C(=O)c4ccco4)C3c3cccc(O)c3)sc2c1 (stereo not drawn)
  -2, i, x, i
- COc1cc(/C=C/C(=O)OCC(=O)N(C)CC(=O)Nc2ccc(F)cc2)ccc1OC(F)F
  5, i, x, i
- COc1ccccc1C(=O)NC(=O)COC(=O)c1nccnc1N
  -45, i, x, i
- Cc1ccccc1-c1nnn(Cc2cccc(S(=O)(=O)N3CCOCC3)c2)n1
  -5, -9*, x, i
- CCN(c1ccccc1)S(=O)(=O)c1ccc(C(=O)NCC(=O)Nc2ccc(F)c(F)c2F)cc1
  10, i, x, i
- O=C(c1ccccc1)c1ccc(C(=O)N2CCN(c3ccc(O)cc3)CC2)cc1
  0, i, x, i
- Cc1noc(C)c1C(=O)Nc1cccc(S(=O)(=O)N2CCOCC2)c1
  -1, i, x, i
- CC(Oc1ccccc1F)c1nnc(SCC(=O)Nc2ccc(N3CCOCC3)cc2)o1 (stereo not drawn)
  -2, i, x, i
- O=C(Cn1cnc2c(NC(=O)OCc3ccccc3)ncnc21)NCc1ccccn1
  -4, i, x, i
- Cc1c(NC(=O)c2ccc(NS(=O)(=O)c3ccc(F)c(F)c3)cc2)c(=O)n(-c2ccccc2)n1C
  7, i, x, i
- Cc1noc(C)c1C(=O)OCC(=O)NCCc1ccc(S(N)(=O)=O)cc1
  4, i, x, i
- CN(CC(=O)Nc1c(Cl)cccc1Cl)C(=O)CNC(=O)c1ccco1
  -8, i, x, i
- O=C(COC(=O)c1ccc(F)cc1F)NC(=O)Nc1ccc2c(c1)OCCO2
  -2, i, x, i
- Cc1cccc(NS(=O)(=O)c2ccc(C)c(C(=O)NCc3cccnc3)c2)c1
  0, i, x, i
- COc1ccc(OCC(=O)OCC(=O)N2C(C)CCCC2C)cc1 (stereo not drawn)
  10, i, x, i
- O=C1CCCC/C=C\C[C@H](CC(=O)N(CCO)Cc2ccccc2)C(=O)NC[C@H](c2ccccc2)O1
  0, i, x, i
- CC(C)(C)OC(=O)C[C@@H]1C/C=C\C[C@@H](CC(=O)NCCO)C(=O)N[C@H](Cc2c[nH]c3ccccc23)COC1=O
  -13, i, x, i
- OC(c1ccccc1)(c1ccccc1)C1CCN(C(=S)Nc2ccc(F)cc2)CC1
  1, i, x, i
- CN(C(=O)CSc1nc2ccc(Cl)cc2[nH]1)C1CCS(=O)(=O)C1 (stereo not drawn)
  9, i, x, i
- COc1ccc(N(C)S(=O)(=O)c2cccc(C(=O)OCC(=O)N(C)c3ccccc3)c2)cc1
  1, i, x, i
- Cc1ccc(S(=O)(=O)N(C)C)cc1NC(=O)c1cc(-c2ccncc2)nc2ccccc12
  2, i, x, i
- O=C(OCC(=O)N1CCC(c2ccccc2)=N1)c1ccc(Cl)s1
  6, i, x, i
- O=C1C=C(c2cccc(Cl)c2)C[C@@H](c2ccc3c(c2)OCO3)C1
  5, i, x, i
- CN1CCC(N(C)S(=O)(=O)c2ccc(NC(=O)COc3ccc(Cl)cc3)cc2)CC1
  -8, i, x, i
- CC(=O)Nc1ccc(C=NNc2ccc([N+](=O)[O-])cc2S(=O)(=O)Nc2ccccc2C(=O)O)cc1
  6, i, x, i
- CC(OC(=O)CNC(=O)C1CCCCC1)C(=O)NCc1ccccc1 (stereo not drawn)
  2, i, x, i

# Some of the compounds tested; count on the stated rates, not on these rows.
